Screening data from PubChem BioAssay.
Shiga toxin inh = inhibitors of Shiga toxin in Vero cells. Vero cells, Shiga toxin protein synthesis inhibition reporter. inhibition, % at 38.7 µM. hit rate 9.2% among 290,000. AID 2315; in the data active means inhibition mostly above about 28%, no sharp cut-off; inactive means mostly below about 43%; further: 0% is about no effect
LmPK inh = inhibitors of Leishmania mexicana pyruvate kinase; Q27686; purified LmPK, Kinase-Glo ATP luminescence, 1 h; Potency, µM (series often up to 57.5 µM), inactives show top-dose activity change, negative = inhibition, usual class: inhibitors; hit rate 0.37% among 290,000; further: potency means the concentration at half of the fitted maximal effect; on the % scale 0 is the no-effect control and ±100 the full control effect
Target sequence (Q27686 whole entry, looked up): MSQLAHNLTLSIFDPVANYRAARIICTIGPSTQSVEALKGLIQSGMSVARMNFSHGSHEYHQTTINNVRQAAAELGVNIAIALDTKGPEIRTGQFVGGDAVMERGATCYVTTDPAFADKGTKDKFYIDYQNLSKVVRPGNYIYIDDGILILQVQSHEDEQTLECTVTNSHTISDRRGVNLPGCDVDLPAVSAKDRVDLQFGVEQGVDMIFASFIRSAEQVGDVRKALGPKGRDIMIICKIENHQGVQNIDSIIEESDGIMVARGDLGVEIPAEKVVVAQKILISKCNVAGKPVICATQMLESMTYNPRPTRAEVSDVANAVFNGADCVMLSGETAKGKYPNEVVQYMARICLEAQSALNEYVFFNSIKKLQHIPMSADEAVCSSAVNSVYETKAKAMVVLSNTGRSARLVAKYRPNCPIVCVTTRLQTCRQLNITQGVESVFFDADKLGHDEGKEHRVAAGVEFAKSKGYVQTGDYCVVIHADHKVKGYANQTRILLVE
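Kinase-Glo luminescence read after 1 h RT reaction of 0.1 nM LmPK with 0.5 mM PEP and 0.1 mM ADP. Activity scaled between uninhibited and enzyme-free controls.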
HCV inh = inhibitors of hepatitis C virus infection | Huh7.5.1 HCVcc-Cre infection, luciferase reporter, 44 h | hit rate 3.4% among 340,000 | AID 651820 | Potency, µM (series often up to 41.8 µM), for inactives: top-dose activity change, negative = inhibition, usual class: inhibitors; further: potency means the concentration at half of the fitted maximal effect; on the % scale 0 is the no-effect control and ±100 the full control effect
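Infectious HCV cell culture screen: compound-treated cells (1,000/well, pre-plated 4 h) are infected with HCVcc-Cre at roughly 0.5 moi and grown 44 h. Infection is quantified by luciferase signal after 15 min substrate incubation at room temperature.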
CHX counter = counter-screen hit for Shiga toxin inhibitors, cycloheximide | hit rate 12% among 300,000 | max response, % | cell reporter, cycloheximide protein synthesis inhibition counterscreen; in the data active means max response mostly above about 13%, no sharp cut-off; inactive means mostly below about 14%; further: read at 38.3 µM for the half of the compounds with a filed dose; 0% is about no effect
Pf growth 96h = inhibits malaria parasite growth, 96 h | hit rate 6.9% among 320,000 | Potency, µM (titrated, usually from 28.7 µM), without a hit: at the top dose activity change, negative = inhibition, hits mostly inhibitors | P. falciparum luciferase reporter growth, 96 h; further: potency means the concentration at half of the fitted maximal effect; on the % scale 0 is the no-effect control and ±100 the full control effect
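P. falciparum expressing integrated firefly luciferase, in erythrocytes at 2% hematocrit, 0.05% parasitemia, incubated with compounds 96 h at 37 C, 5% CO2. Growth inhibition read as loss of luminescence; two-generation exposure targets delayed-death apicoplast inhibitors.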
Pf growth 48h = inhibits P. falciparum growth in the first generation, 48 h. P. falciparum luciferase growth in erythrocytes, 48 h. Potency, µM (titrated, usually from 28.7 µM), for inactives: top-dose activity change, negative = inhibition, usual class: inhibitors. hit rate 5.9% among 310,000. AID 504832; further: potency means the concentration at half of the fitted maximal effect; on the % scale 0 is the no-effect control and ±100 the full control effect
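First compound was added to culture medium, then infected red cells at 0.1% parasitemia and 2% hematocrit (final). After incubation at 37 C under 5% CO2, luciferase detection reagent was dispensed and light output recorded.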
Tb PYK inh = inhibitors of Trypanosoma brucei pyruvate kinase; AID 624173; hit rate 0.12% among 410,000; TbPYK enzyme, Kinase-Glo Plus ATP luminescence, 45 min; Q57TT1; Potency, µM (series often up to 76.8 µM), without a hit: top-dose activity, negative = inhibition, usual class: inhibitors; further: potency means the concentration at half of the fitted maximal effect; on the % scale 0 is the no-effect control and ±100 the full control effect; nearly all actives have a fitted effect of over 50% in size
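Screened from lowest to highest concentration, compounds were pinned into TbPYK/substrate mixtures, and ADP (130 uM final) was added. Plates sat at room temperature for 45 min prior to Kinase-Glo Plus detection by luminescence.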
Active calls of the source: *; ? = inconclusive; · = not tested or not shown; [ ] = dose if it differs, or a comment. Unless noted, the call rests on the fitted dose curve; in most records, active means well fitted curve in the direction sought with a large enough effect; inconclusive means small, poorly fitted or top-dose-only effect, or another doubt; inactive means no such curve, though single readings can be large; an effect the other way counts as inactive or inconclusive. No enrichment for hits; overall some 24% were active at least once.

Structure | Shiga toxin inh | LmPK inh | HCV inh | CHX counter | Pf growth 96h | Pf growth 48h | Tb PYK inh
Cc1ccc2c(c1)nnn2C1CCN(CC(=O)c2ccc(Cl)cc2)CC1 | -6 | 4% | -18% | 2 | 1% | ? | -2%
CC(=O)Nc1ccc(NC(=O)C2C3C=CC(C3)C2C(=O)O)cc1 (stereo unspecified) | -2 | -8% | 14% | -3 | 1.7µM* | 6% | 3%
CC(C)CC(=O)NC1(C(F)(F)F)C(=O)N(CC(C)C)C2=C1C(=O)CC(C)(C)C2 (stereo unspecified) | -1 | -5% | -3% | -3 | -2% | 1% | -14%
COc1ccccc1NC(=O)Cn1cnc2c(oc3ccccc32)c1=O | -10 | 7% | -3% | -3 | -40% | · | 0%
COCc1ccc(CN2CCCC(CO)(Cc3ccccc3)C2)o1 (stereo unspecified) | -11 | 10% | 0% | -2 | ? | -25% | 2%
CC1=C(C(=O)N2CCCCC2)C(c2cccs2)NC(=O)N1 (stereo unspecified) | -10 | -2% | 20% | -2 | ? | 14% | 0%
CSc1ccccc1NC(=O)CN(C)C(=O)/C=C/c1ccccc1 | · | · | 1% | · | -24% | ? | -5%
Cc1cc2ccccn2c1C(=O)c1ccc([N+](=O)[O-])cc1[N+](=O)[O-] | -9 | 0% | 8% | -2 | -26% | ? | -4%
COc1ccc(N2CCN(C(=O)c3ccc(N4C(=O)NC5CC4(C)Oc4ccccc45)cc3)CC2)cc1 (stereo unspecified) | 2 | 3% | ? | 10 | ? | ? | -4%
CCOc1ccc(NC(=O)C2CCC(CNc3c(N4CCOCC4)c(=O)c3=O)CC2)cc1 (stereo unspecified) | -7 | -2% | 5% | 4 | ? | · | 0%
O=C(NC1CC1)C1CCN(S(=O)(=O)c2ccc(Cl)c([N+](=O)[O-])c2)CC1 | · | · | 13µM* | · | ? | ? | 0%
CCc1ccccc1Nc1nc(-c2cccnc2)cs1 | 23 | -5% | ? | 19* | 9.3µM* | 12µM* | 3%
CCOCCCNC(=O)C(Cc1ccccc1)NC(=O)c1ccco1 (stereo unspecified) | 25 | -9% | 8% | -3 | 35%[activator] | -11% | 4%
COC(=O)CSc1nnc2cc(C)c3ccccc3n12 | -4 | -5% | -25% | 8 | -27% | 33%[activator] | -6%
COC(=O)c1ccc2c(c1)C(=O)N(C1CCCCC1)C2=O | 36 | -4% | -4% | 4 | 0% | 29% | 2%
CCC(=O)OC1CC(C)N(C(=O)c2ccccc2)c2ccc(C)cc21 (stereo unspecified) | -20 | 12% | ? | -2 | ? | · | 3%
COC(=O)Cn1cc(C(=O)C2CC2)c2ccccc21 | -17 | -5% | 2% | -2 | -24% | -5% | 1%
COc1ccccc1-c1nnc(SCC(=O)c2c(N)n(C3CC3)c(=O)[nH]c2=O)n1C | · | · | 15% | · | 12µM* | ? | -3%
CCSc1nc2sc3c(c2c(=O)n1-c1ccc(OC)cc1)CCN(C)C3 | -13 | 3% | ? | -2 | ? | ? | -6%
COc1ccccc1NC(=S)N(Cc1cccs1)C1CCCC1 | -11 | -6% | -18% | -3 | ? | -17% | -7%
COc1cccc(CC(=O)OC(C)C(=O)Nc2ncc(Cl)cc2Cl)c1 (stereo unspecified) | · | · | 7% | · | 8% | 22% | 5%
CC(C)c1ccc(C2/C(=C(/O)c3ccc(F)cc3)C(=O)C(=O)N2CCCN2CCOCC2)cc1 (stereo unspecified) | 7 | 13% | 10% | -1 | 155%[activator] | 0% | -2%
C=CCNc1ncnc2ccccc12 | -17 | -2% | -13% | 4 | 0% | 1% | -14%
Cc1ccc(-c2cc3nc(-c4ccccc4)cc(N4CCOCC4)n3n2)cc1 | 12 | 7% | ? | 23* | 4% | ? | 2%
CC(C)(C)c1ccc(C(=O)N2CCN(c3ccc(N4CCOCC4)nn3)CC2)cc1 | · | · | -24% | · | ? | ? | -13%

Following part.
canonical_smiles,Shiga toxin inh,LmPK inh,HCV inh,CHX counter,Pf growth 96h,Pf growth 48h,Tb PYK inh
CCOC(=O)c1c(C)[nH]c(C)c1C(=O)COC(=O)/C=C/c1ccc(Cl)cc1,-10,-1%,-8%,7,9.3µM*,?,5%
O=C1C2CCN(CC2)C1Cc1ccc(OCc2ccccc2)cc1 (stereo unspecified),22,-2%,-14%,23*,24%,0%,-3%
CN(CC(=O)NC1CCN(Cc2ccccc2)CC1)S(=O)(=O)c1ccc2c(c1)c(=O)n(C)c(=O)n2C,-2,-4%,-19%,0,-2%,-2%,-5%
c1cc(-c2ccncc2)ccn1,-6,1%,2%,-4,-28%,-5%,-4%
CCOC(=O)/C=C1\CC(=O)Nc2cc(C)c(C)cc2N1,12,-1%,9%,7,-9%,28%,-1%
O=C(Nc1ccccc1Cl)c1ccc2ccccc2c1,11,-1%,1%,21,?,24%,2%
Cn1c(=O)c(C(=O)NNC(=O)c2ccc(Br)cc2)c(O)c2ccccc21,0,0%,5%,-1,0%,11%,0%
O=Cc1cnc(N2CCN(Cc3ccccc3)CC2)s1,18,4%,17%,4,-2%,17%,-2%
O=C(COC(=O)c1cccc(C(F)(F)F)c1)NCc1ccc(Cl)cc1,-4,1%,15%,-5,?,-4%,-5%
CC(C)COc1nc2ccccc2c(=O)n1OCC(=O)O,15,2%,13%,1,20%,7%,0%

Gathered by group: the entries above with a halogen.
canonical_smiles,Shiga toxin inh,LmPK inh,HCV inh,CHX counter,Pf growth 96h,Pf growth 48h,Tb PYK inh
Cc1ccc2c(c1)nnn2C1CCN(CC(=O)c2ccc(Cl)cc2)CC1,-6,4%,-18%,2,1%,?,-2%
CC(C)CC(=O)NC1(C(F)(F)F)C(=O)N(CC(C)C)C2=C1C(=O)CC(C)(C)C2 (stereo unspecified),-1,-5%,-3%,-3,-2%,1%,-14%
O=C(NC1CC1)C1CCN(S(=O)(=O)c2ccc(Cl)c([N+](=O)[O-])c2)CC1,·,·,13µM*,·,?,?,0%
COc1cccc(CC(=O)OC(C)C(=O)Nc2ncc(Cl)cc2Cl)c1 (stereo unspecified),·,·,7%,·,8%,22%,5%
CC(C)c1ccc(C2/C(=C(/O)c3ccc(F)cc3)C(=O)C(=O)N2CCCN2CCOCC2)cc1 (stereo unspecified),7,13%,10%,-1,155%[activator],0%,-2%
CCOC(=O)c1c(C)[nH]c(C)c1C(=O)COC(=O)/C=C/c1ccc(Cl)cc1,-10,-1%,-8%,7,9.3µM*,?,5%
O=C(Nc1ccccc1Cl)c1ccc2ccccc2c1,11,-1%,1%,21,?,24%,2%
Cn1c(=O)c(C(=O)NNC(=O)c2ccc(Br)cc2)c(O)c2ccccc21,0,0%,5%,-1,0%,11%,0%
O=C(COC(=O)c1cccc(C(F)(F)F)c1)NCc1ccc(Cl)cc1,-4,1%,15%,-5,?,-4%,-5%
